hcDAF12 agonist = H. contortus DAF-12 activation, primary screen; activation, % at 6.8 µM; hit rate 1.4% among 370,000; HEK293 hcDAF-12 lit1-tk-luc reporter, luminescence; 0% DMSO, 100% Δ7-dafachronic acid;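 active = activation above the mean of all tested compounds plus 3 SD, cut at about 5.5% in these data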;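 also: 100% = response to 3 µM Δ7-dafachronic acid high control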
FXN GAA850 act = activators of GAA850 frataxin (FXN) promoter; HEK293 lucGAA850 FXN promoter luciferase reporter, 24 h; percent of 10 µM SAHA response; activation, % at 6 µM; hit rate 0.56% among 360,000;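 active = activation above the average of all compounds screened plus 3 SD, cutoff fixed separately per campaign, cut at about 7.5% in these data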;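 also: 0% = DMSO wells and 100% = 10 µM SAHA wells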
DAX1 inh-1 = DAX1 (NR0B1) inhibition, primary screen; HEK293T StAR-luciferase reporter, SF-1/DAX-1 repression relief; inhibition, % at 6.8 µM; hit rate 1.1% among 370,000; AID 652010;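 active = inhibition above the mean over all tested compounds plus 3 SD, cut at about 3.6% in these data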;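 also: 0% = DAX-1 cells with DMSO and 100% = cells lacking DAX-1 with DMSO; higher inhibition means more luminescence from relief of DAX-1 repression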
ssDAF-12 act = activators of S. stercoralis DAF-12 nuclear receptor; activation, % at 6.8 µM; hit rate 1% among 370,000; HEK293 ssDAF-12/GRIP1 lit1-tk-luc reporter, luminescence; % of 3 µM dafachronic acid response;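 active = activation above the mean over all tested compounds plus 3 SD, cut at about 0.9% in these data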;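 also: 0% = DMSO-only wells and 100% = 3 µM delta7-dafachronic acid wells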
NPR1 activator = GC-A (human) enzyme activation; HEK293 GC-A cells, cGMP TR-FRET, EC30 ANP; 0% at EC30 ANP, 100% saturating ANP; hit rate 0.14% among 370,000; activation, % at 10 µM; in the data active = activation above about 40%
ADAM10 inh = inhibitors of human ADAM10; O14672; recombinant ADAM10, EDANS/DABCYL FRET peptide cleavage, 3 h; inhibition, % at 7 µM; hit rate 0.62% among 370,000;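 active = inhibition above a per-campaign cutoff equal to the mean of compounds falling between control-based bounds plus 3 SD, cut at about 20% in these data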;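 also: 0% = DMSO wells while the 100% control is not disclosed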
PG9 binder = PG9 antibody binding by small molecule. TR-FRET gp120-PG9 antibody binding. AID 624416. inhibition, % at 6.7 µM. hit rate 0.43% among 360,000; in the data active = inhibition above about 8.5%
hgDAF12 agonist = agonists of H. glycines DAF-12 nuclear receptor; HEK293 GAL4-hgDAF12 UAS-luciferase reporter, agonist luminescence; normalized to butyrate control; hit rate 1.8% among 370,000; activation, % at 6.8 µM;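 active = activation above a cutoff set at the mean of all screened compounds plus 3 SD, cut at about 10% in these data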;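 also: 0% = DMSO wells and 100% = sodium butyrate wells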
ADAM17 inh = inhibitors of human ADAM17; recombinant ADAM17, EDANS/DABCYL FRET peptide cleavage; P78536; AID 720648; hit rate 0.83% among 370,000; inhibition, % at 6.95 µM;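 active = inhibition above the mean of compounds lying between control limits plus 3 SD, set per campaign, cut at about 8.5% in these data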;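 also: 0% = DMSO-only wells as the low control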
Target sequence (P78536 215-824 limits assumed): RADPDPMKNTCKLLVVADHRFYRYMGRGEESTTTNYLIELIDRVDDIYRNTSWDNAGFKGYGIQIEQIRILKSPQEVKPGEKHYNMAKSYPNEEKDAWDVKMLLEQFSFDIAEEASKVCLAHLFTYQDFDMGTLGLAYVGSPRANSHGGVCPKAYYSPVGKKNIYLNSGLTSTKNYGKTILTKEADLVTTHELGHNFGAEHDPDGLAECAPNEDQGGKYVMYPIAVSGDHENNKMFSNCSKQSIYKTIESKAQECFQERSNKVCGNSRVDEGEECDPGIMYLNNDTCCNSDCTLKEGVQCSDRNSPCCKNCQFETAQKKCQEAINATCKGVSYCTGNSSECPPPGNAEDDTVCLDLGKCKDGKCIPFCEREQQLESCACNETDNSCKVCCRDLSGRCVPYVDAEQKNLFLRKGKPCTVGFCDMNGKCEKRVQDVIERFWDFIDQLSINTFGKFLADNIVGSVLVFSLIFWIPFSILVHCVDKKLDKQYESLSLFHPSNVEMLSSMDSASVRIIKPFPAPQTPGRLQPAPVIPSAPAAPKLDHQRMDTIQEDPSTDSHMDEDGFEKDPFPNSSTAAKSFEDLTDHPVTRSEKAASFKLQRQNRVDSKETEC
DAX1 inh-2 = inhibits human nuclear receptor DAX1; P51843; HEK293 Gal4-DAX1 luciferase reporter, luminescence; inhibition, % at 6.75 µM; hit rate 0.99% among 340,000; AID 504766;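 active = inhibition above the mean over all tested compounds plus 3 SD, cut at about 4.2% in these data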;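 also: 0% = DAX1-transfected cells with DMSO and 100% = empty-vector control cells with DMSO; inhibition shows as a rise in luminescence from relieved DAX1 repression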
Target sequence (P51843 207-470 limits assumed): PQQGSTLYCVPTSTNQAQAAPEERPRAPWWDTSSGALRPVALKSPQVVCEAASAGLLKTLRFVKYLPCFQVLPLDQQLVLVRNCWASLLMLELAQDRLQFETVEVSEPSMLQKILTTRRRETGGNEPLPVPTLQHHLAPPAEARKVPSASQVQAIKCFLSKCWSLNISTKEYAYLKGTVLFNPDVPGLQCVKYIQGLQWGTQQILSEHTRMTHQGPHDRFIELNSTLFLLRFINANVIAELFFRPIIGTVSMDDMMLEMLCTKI
SMARCA2 activ = increases SMARCA2 function in MMTV reporter cells; MG213 cells, MMTV-luciferase reporter, dexamethasone, overnight; activation, % at 9.1 µM; hit rate 1% among 370,000; AID 652017; in the data active = activation above about 7.8%;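 also: 0% = vehicle wells and 100% = reference activator wells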
An asterisk follows results filed as active; i = inactive; · = no result given. No enrichment for hits; about 6.8% have a hit in one of these screens.

SMILES | hcDAF12 agonist | FXN GAA850 act | DAX1 inh-1 | ssDAF-12 act | NPR1 activator | ADAM10 inh | PG9 binder | hgDAF12 agonist | ADAM17 inh | DAX1 inh-2 | SMARCA2 activ
C/C(=C(\C#N)C(=O)NCc1ccccc1)N(C)C | 0.8 | 1.7 | 0.8 | -0.5 | 2 | 5 | 0.7 | 0.0 | -2 | 1.4 | 1
Cc1c(C)c2c(OCC(=O)N[C@@H](Cc3ccccc3)C(=O)O)cc3c(c2oc1=O)CCC(C)(C)O3 | -0.9 | 0.2 | -0.6 | -1.6 | 3 | i | -0.5 | -0.9 | i | 2.7 | 1
COc1ccc(C(=O)N(C)c2ccccc2C(=O)NCCc2ccccc2)cc1 | -0.6 | -1.5 | -1.7 | -0.9 | 0 | -9 | 0.0 | -6.4 | -7 | -0.5 | -3
CC(=O)c1cccc(N(C(=O)Cn2nnc3ccccc32)C(C(=O)NC2CCCCC2)c2cn(C)nc2C)c1 (configuration not stated) | -0.9 | 1.0 | -0.6 | -1.0 | 0 | -7 | -1.4 | -3.0 | -3 | -0.7 | 0
Cc1nnc2ccc(N3CCC4(CC3)OCCO4)nn12 | -0.4 | 2.7 | -0.3 | -1.4 | -6 | -11 | 1.4 | -0.7 | -6 | 0.2 | -2
N#CC1(c2ccccc2)CCCN1C(=O)c1ccco1 (configuration not stated) | 0.1 | 1.4 | -0.3 | -0.9 | 3 | 1 | 0.2 | -0.7 | -4 | 0.1 | -1
Cc1ccc(S(=O)(=O)NCC(c2ccco2)N2CCc3ccccc3C2)cc1 (configuration not stated) | -0.5 | 1.7 | 0.3 | -1.0 | -8 | 3 | -0.1 | 1.9 | 2 | -1.1 | 0
O=[N+]([O-])c1cc(C(F)(F)F)ccc1SCC(O)CO (configuration not stated) | -2.2 | 1.5 | 0.5 | -1.7 | 1 | 3 | -2.4 | 0.2 | -5 | -0.6 | 1
C[C@H](CO)N1C[C@H](C)[C@@H](CN(C)C(=O)NC2CCCCC2)Oc2ccc(NS(=O)(=O)c3cccs3)cc2C1=O | -1.6 | -1.4 | -0.6 | -0.9 | -1 | -6 | 1.5 | -1.2 | -5 | -0.2 | -2
Cc1ccc(S(=O)(=O)N2CCN(c3c([N+](=O)[O-])cc(C(F)(F)F)cc3[N+](=O)[O-])CC2)cc1 | -1.9 | 1.5 | -0.8 | -1.2 | -2 | 7 | -0.9 | -1.4 | 5 | -0.8 | -1
CC(OC(=O)C1=COCCO1)C(=O)NC1(C#N)CCCCC1 (configuration not stated) | -0.5 | 1.8 | -1.3 | -0.4 | 1 | 2 | -0.1 | -2.7 | -2 | 0.0 | 5
Cc1ccccc1/C=N\NC(=O)c1ccc(Cn2cccn2)o1 | -1.2 | 3.0 | -0.1 | -0.8 | 2 | -3 | -1.9 | 5.3 | -5 | 0.1 | 0
COc1ccc(Nc2nc(NC(C)(C)C)nc(N3CCCC3)n2)c(OC)c1 | -2.3 | -2.3 | -1.1 | -1.9 | -2 | 7 | 0.0 | -0.7 | 2 | -0.5 | -4
N=C1C(c2nc3ccccc3[nH]2)=C(O)CN1c1ccccc1 | 0.6 | 0.9 | 1.1 | -0.7 | 0 | 13 | -4.0 | 4.7 | -1 | -0.1 | 8.2*
O=C1CC(c2ccccc2)=Nc2ccc(Br)cc2N1 | -1.0 | -1.5 | -0.2 | -1.8 | 7 | 4 | -0.8 | 4.6 | 3 | -0.6 | -1
O=c1c2cc3c(=O)n(CC4CCCO4)c(=O)c3cc2c(=O)n1CC1CCCO1 (configuration not stated) | 0.0 | 2.5 | 0.3 | -0.8 | 8 | -5 | -0.1 | -0.3 | -3 | 0.0 | 0
CC(C)N=C(NS(=O)(=O)c1ccccc1)C(Cl)(Cl)Cl | -0.7 | -5.2 | -1.1 | 0.2 | 2 | 2 | -1.5 | -1.1 | -1 | -1.5 | -4
Cc1[nH]c2ccccc2c(=O)c1C(=O)/C=C/c1ccccc1 | -3.7 | -13 | -4.2 | -2.4 | -2 | 1 | -0.4 | 0.9 | -3 | -5.6 | -7
CN(Cc1ccccc1)C(=O)[C@@H]1CCCN1C(=O)[C@@H]1CCCN1C(=O)c1cccc2ccccc12 | -0.1 | · | -2.1 | -0.6 | 3 | 5 | -1.1 | -1.1 | -2 | · | -3
CC(=O)Nc1ccc(C2=NN(c3ccccc3)C(c3cccs3)C2)cc1 (configuration not stated) | -1.0 | -0.3 | 0.8 | -1.5 | 2 | i | 3.3 | -1.8 | -203 | -0.1 | -1
CC(C)(C)OC(=O)C[C@H]1C/C=C\C[C@@H](CC(=O)N(CCO)Cc2ccccc2)C(=O)NCCOC1=O | 1.0 | -0.3 | -0.5 | -1.2 | 1 | -6 | 1.4 | 1.2 | -5 | -0.3 | -1
Cc1noc(C)c1COC(=O)c1ccc(N(C)C)cc1 | -1.8 | 1.7 | 0.6 | -1.0 | 1 | 5 | -0.4 | 6.3 | 2 | 1.2 | 1
O=C(CSCc1ccc(F)cc1)N1CCOCC1 | 0.4 | 1.5 | 0.8 | -1.2 | 3 | 3 | 0.3 | 5.6 | 0 | -0.3 | 2
CC(=O)c1cccc(NC(=O)C2COc3ccccc3O2)c1 (configuration not stated) | 2.3 | 2.4 | 0.0 | -0.7 | -1 | 6 | -0.1 | 8.6 | 2 | 2.0 | 2
CC(=O)Nc1ccc(Oc2nc(C)cc(C)n2)cc1 | -1.2 | 1.4 | -0.2 | -1.1 | 3 | 3 | -1.6 | -1.3 | -3 | -1.4 | 0
CC(C)(C)C(=O)N1CCN(c2ccnc3cc(Cl)ccc23)CC1 | -4.7 | 0.4 | -1.0 | -2.3 | -12 | 3 | 3.7 | -3.7 | -5 | -2.9 | -2
COc1cccc(NC(=O)CSc2nc(O)c(C)c(=O)n2-c2ccc(C)cc2)c1 | -1.4 | 1.5 | 0.1 | -1.4 | 0 | -5 | 0.9 | 3.0 | 1 | -0.5 | 0
COc1ccc(NC(=O)C2CCCN(S(=O)(=O)c3c(C)[nH]c(=O)[nH]c3=O)C2)cc1 (configuration not stated) | -1.1 | -1.9 | 0.2 | -0.8 | 4 | 0 | -0.8 | 0.8 | -2 | 0.2 | -2
CC(C)(C)NC(=O)[C@@H]1CN(Cc2cccnc2)CCN1C[C@@H](O)C[C@@H](Cc1ccccc1)C(=O)N[C@H]1c2ccccc2C[C@H]1O | -1.1 | 0.0 | -0.1 | -0.5 | -1 | -1 | -0.9 | 1.6 | -3 | 0.3 | 2
COc1ccc(C2C3=C(CCCC3=O)Nc3nc(SCc4ccccc4)nn32)cc1OC (configuration not stated) | -1.8 | 0.4 | -0.5 | -0.7 | -7 | -2 | -1.7 | 2.3 | -4 | -0.1 | -3
Cc1ccc(-c2nnn(CC(=O)Nc3ccc4nn(-c5ccccc5)nc4c3)n2)o1 | -1.3 | -0.4 | 1.0 | -1.3 | -8 | -24 | 0.0 | 2.3 | -15 | 0.3 | -2
CCN(CC(=O)Nc1c(F)cccc1F)C(=O)Cc1ccc2c(c1)OCCO2 | 1.1 | -0.8 | 0.0 | -1.4 | 2 | -4 | -2.3 | 0.7 | -2 | 0.7 | 4
COc1ccc(C(=O)N2CCCCCCC2)cc1OC1CCN(C(C)C)CC1 | -1.0 | 0.9 | 1.3 | -1.1 | 0 | 2 | -1.7 | -1.5 | -4 | 0.0 | 0
O=C(N=Nc1ccc(NOC(=O)c2ccccc2Br)cc1)c1ccccc1O | 1.7 | · | -0.1 | -1.0 | 1 | 4 | -1.4 | 1.1 | -8 | · | 2
O=C(Nc1ccc(Cl)cc1)Nc1ccccc1C(=O)N1CCCC1 | 0.0 | · | -0.6 | -1.0 | 0 | -2 | · | 4.0 | 1 | · | -2
Cc1cccc(NC(=O)C(C)Oc2ccccc2C)n1 (configuration not stated) | -1.4 | -1.3 | -0.1 | -0.7 | -5 | -1 | -1.4 | -1.0 | -2 | -1.5 | 2
O=C(O)C1[C@H]2C(=O)N(C3CCCC3)C[C@]23C=C[C@H]1O3 (some centres not stated) | -0.6 | -1.5 | 0.2 | -0.4 | 0 | 5 | 2.2 | 0.7 | 0 | -0.7 | 0
COc1ccc(C2C3=C(CC(C)(C)CC3=O)Oc3ncn(CCCn4ccnc4)c(=N)c32)cc1 (configuration not stated) | -0.9 | 1.5 | 0.7 | -0.8 | 4 | 2 | -0.3 | 1.9 | -6 | -0.6 | 0
CCn1c(=O)cc(N2CCC3(CC2)OCCO3)[nH]c1=O | -1.9 | 0.8 | 2.7 | -1.1 | 3 | -6 | -1.3 | 4.1 | 0 | 0.8 | -1
NNC(=O)c1cc2ccccc2cc1NS(=O)(=O)c1ccccc1 | -0.3 | 0.4 | -0.4 | -1.0 | 2 | 4 | 1.3 | 4.2 | 1 | 0.3 | -2
CC(C)C(=O)NC(Nc1cccc2cccnc12)C(Cl)(Cl)Cl (configuration not stated) | -1.7 | 0.5 | -0.6 | -1.1 | -8 | 1 | 0.0 | -2.2 | -4 | 0.1 | 0
O=C(Nc1nnc(-c2ccc(F)cc2)o1)c1cc(Cl)sc1Cl | -2.9 | 2.7 | -0.1 | -0.8 | 1 | 2 | -0.8 | -0.8 | -1 | -1.1 | -2
O=C(Nc1cccnc1)Nc1cc(Cl)cc(Cl)c1 | -3.5 | 1.1 | 0.0 | -2.0 | -1 | 8 | -1.4 | 0.9 | 3 | 1.0 | -2
C[C@H](CO)N1C[C@H](C)[C@@H](CN(C)C(=O)NC2CCCCC2)Oc2ccc(NS(=O)(=O)c3cn(C)cn3)cc2C1=O | 1.1 | 2.1 | -0.3 | -0.7 | 2 | 4 | 0.2 | 4.5 | -3 | 0.1 | 0
Nc1ccc(-c2nc(-c3ccccc3)nc3ccccc23)cc1 | -1.4 | 2.8 | -0.5 | -0.8 | -5 | -98 | -2.5 | 0.0 | -58 | -1.9 | -2
O=C(O)c1cccc(NC(=O)c2ccccc2NC(=O)c2ccccc2F)c1 | 0.9 | 0.3 | 0.2 | -0.2 | 1 | -6 | 0.6 | 7.1 | 2 | 0.3 | -3
CCN1C(=O)/C(=C\c2cccc(OC(=O)c3ccco3)c2)SC1=S | -1.3 | -0.5 | 0.1 | -1.2 | 0 | 1 | 1.0 | -0.1 | -1 | 0.0 | -2
O=C(NC1CC1)C(Cc1ccccc1)NS(=O)(=O)c1ccccc1F (configuration not stated) | -1.6 | 0.2 | -0.3 | -0.7 | -4 | -4 | 1.2 | -2.2 | -4 | 1.9 | -1
O=C(NCc1ccccc1)c1csc2c1CCCC2 | -1.0 | 2.3 | -0.4 | -1.6 | 4 | 3 | 0.2 | -0.3 | 0 | 0.3 | 1

One compound at a time, from the list above.
`O=C(NC1CC1)C(Cc1ccccc1)NS(=O)(=O)c1ccccc1F` (configuration not stated) across the screens: hcDAF12 agonist = -1.6; FXN GAA850 act = 0.2; DAX1 inh-1 = -0.3; ssDAF-12 act = -0.7; NPR1 activator = -4; ADAM10 inh = -4; PG9 binder = 1.2; hgDAF12 agonist = -2.2; ADAM17 inh = -4; DAX1 inh-2 = 1.9; SMARCA2 activ = -1
`O=C(O)c1cccc(NC(=O)c2ccccc2NC(=O)c2ccccc2F)c1` across the screens: hcDAF12 agonist = 0.9; FXN GAA850 act = 0.3; DAX1 inh-1 = 0.2; ssDAF-12 act = -0.2; NPR1 activator = 1; ADAM10 inh = -6; PG9 binder = 0.6; hgDAF12 agonist = 7.1; ADAM17 inh = 2; DAX1 inh-2 = 0.3; SMARCA2 activ = -3
